Source: PubChem
ABCB6 inh MLPCN – human ABCB6 transporter inhibition; Q9NP58; K562-ABCB6 porphyrin accumulation, flow cytometry, 1 h; hits give low values; fluorescence ratio to DMSO, % at 10 µM; actives 0.19% (n = 360,000); AID 602162;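 active means fluorescence ratio to DMSO below 75%, the collection mean minus 3 SD; inconclusive means too few cells collected in the well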;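 further: signal is porphyrin accumulated inside mitochondria; 100% equals median channel fluorescence of DMSO control wells; lower ratio means ABCB6 inhibition with less porphyrin fluorescence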
CaV13 ICDI inh – Disruptors of the CACNA1D IQ motif to Ca2+-dependent inactivation inhibitor domain association, primary screening, Förster resonance energy transfer in intact living …; AID 743397; actives 0.098% (n = 340,000); HEK cells, CFP/YFP FRET ICDI-IQ, plate reader, 10 min; percent FRET-ratio fall versus neutral wells; inhibition, % at 12.3 µM;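 active means mean replicate inhibition of at least 30% and at least 1% of replicates passing that level; inconclusive means only one of the two criteria is met; inactive means neither criterion is met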;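 further: 0% = median of the neutral control wells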
MC4R barr agon – activates human MC4R beta-arrestin recruitment; activation, % at 8.9 µM; P32245; U2OS MC4R beta-arrestin complementation, luminescence; percent of melanotan II response, DMSO zero; actives 0.98% (n = 360,000);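 active means activation above a per-plate cutoff, the mean activation of sample wells on that plate plus 3 SD, cut at about 8% in these data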
PDI inh – blocks human protein disulfide isomerase activity; inhibition, % at 10 µM; PDI insulin aggregation turbidity, A650, 90 min; actives 0.052% (n = 350,000);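 active means mean inhibition across replicates of 30% or more, whatever share of single replicates reach that level; inconclusive means mean inhibition below 30% while every single replicate reaches 30%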;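 further: absorbance from insulin aggregation driven by PDI reduction with DTT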
Target sequence (P07237 whole entry, looked up): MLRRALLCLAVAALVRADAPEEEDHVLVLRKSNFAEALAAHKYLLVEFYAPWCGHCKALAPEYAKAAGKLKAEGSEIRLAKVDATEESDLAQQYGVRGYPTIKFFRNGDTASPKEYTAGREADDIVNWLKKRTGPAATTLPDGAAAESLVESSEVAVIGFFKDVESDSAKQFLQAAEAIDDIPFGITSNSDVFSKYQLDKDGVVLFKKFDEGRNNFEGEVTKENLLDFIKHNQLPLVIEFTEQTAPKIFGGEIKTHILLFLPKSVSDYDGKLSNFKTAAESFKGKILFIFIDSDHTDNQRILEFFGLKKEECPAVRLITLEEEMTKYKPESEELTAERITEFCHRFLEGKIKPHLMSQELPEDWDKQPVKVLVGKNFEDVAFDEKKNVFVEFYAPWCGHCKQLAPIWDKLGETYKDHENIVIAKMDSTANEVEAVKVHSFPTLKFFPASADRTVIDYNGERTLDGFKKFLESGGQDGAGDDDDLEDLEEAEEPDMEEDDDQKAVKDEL
MC4R antag cAMP – antagonists of human melanocortin 4 receptor (MC4R). MC4R-expressing cells, MTII-stimulated cAMP, LANCE TR-FRET. P32245. inhibition, % at 6.5 µM. actives 0.48% (n = 360,000);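 active means inhibition above its plate's cutoff, the mean of tested wells on that plate plus 3 SD, cut at about 29% in these data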;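 further: 0% = Melanotan II alone and 100% = Melanotan II plus saturating MCL0020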
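System: U2OS-MC4R stable cell line; Technique: Eu-cAMP/anti-cAMP TR-FRET, emission 671 nm; Repeats: single well per compound; Also added: Melanotan II; Dosing: one concentration, 6.5 µM nominal; Schedule: 30-min compound, 1-h challenge, 1-h detection, room temperature.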
N-glyco inh – blocks N-linked glycosylation in D54 reporter cells; reporter increase, % at 12.5 µM; actives 0.23% (n = 360,000); D54 ERlucT glycosylation luciferase reporter, 24 h; percent of 100 nM tunicamycin response;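 active means mean luciferase reporter signal, scaled so untreated is 0 and the glycosylation-blocking control 100, at or above a set limit in every replicate; inconclusive means mean reaches the limit but not every replicate does; inactive means mean below the limit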;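 further: luciferase carries N-glycosylation sites so blocking glycosylation raises the light; 0% = median of neutral control wells and 100% = median of 100 nM tunicamycin wells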
aDG glyco up – increases alpha dystroglycan glycosylation; Pro5-aDG cells, alpha-DG glycosylation AlphaScreen (IIH6); 0% Pro5, 100% B10-LARGE cell signal; activation, % at 10 µM; actives 0.22% (n = 360,000); AID 624168;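 active means activation of at least 8% versus controls, or a plate z-score of at least 8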;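 further: Pro5 are CHO cells carrying HIG-tagged alpha-DG that lacks glycosylation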
m5-HT2A agonist – agonists of mouse serotonin 5-HT2A receptor (HTR2A) | actives 0.66% (n = 360,000) | P35363 | activation, % at 7.6 µM | CHO-K1 mHTR2A beta-arrestin complementation, luminescence; percent of 30 µM serotonin response | AID 624169;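 active means activation above a run cutoff, the mean activation of all tested compounds plus 3 SD, cut at about 14% in these data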;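 further: 0% = plate median of compound wells and 100% = 30 µM serotonin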
Target sequence (P35363 whole entry, looked up): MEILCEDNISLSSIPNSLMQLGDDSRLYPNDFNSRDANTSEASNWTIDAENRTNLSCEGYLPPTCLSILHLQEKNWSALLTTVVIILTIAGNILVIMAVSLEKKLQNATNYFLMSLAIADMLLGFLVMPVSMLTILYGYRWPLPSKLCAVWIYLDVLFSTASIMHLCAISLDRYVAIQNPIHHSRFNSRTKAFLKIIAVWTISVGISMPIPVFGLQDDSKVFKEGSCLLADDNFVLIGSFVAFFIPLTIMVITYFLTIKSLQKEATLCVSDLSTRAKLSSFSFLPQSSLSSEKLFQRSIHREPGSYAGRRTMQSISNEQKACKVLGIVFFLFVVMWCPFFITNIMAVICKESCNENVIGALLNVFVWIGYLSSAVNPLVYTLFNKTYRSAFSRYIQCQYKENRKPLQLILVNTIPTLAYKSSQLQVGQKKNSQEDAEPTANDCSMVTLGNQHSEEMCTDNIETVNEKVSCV
Vif inh – blocks HIV Vif function. inhibition, % at 7.49 µM. actives 0.35% (n = 340,000). AID 602346. HEK293T cells, Vif self-association by quenched fluorescence, imaging, 24 h; in the data active means inhibition above about 50%, passing the limit was not always enough; inconclusive means no clear call, values can overlap the other calls; inactive means below about 31%; further: some results filed as inactive read as strong as hits
Cardio protect – myocardial damage modulation in H9c2 cells. H9c2 cardiomyocytes, H2O2 injury protection, ATPLite, 2 h. protection from H2O2 cell death, % at 20 µM. actives 0.63% (n = 360,000). AID 588492;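 active means compounds giving at least 50% protection of heart cells from peroxide-induced death in the single-dose screen, raw or plate-pattern-corrected value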;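 further: 0% = DMSO wells with peroxide and 100% = DMSO wells without peroxide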
Active calls of the source: *; i = inactive; ? = inconclusive; / = no result given.

SMILES	ABCB6 inh MLPCN	CaV13 ICDI inh	MC4R barr agon	PDI inh	MC4R antag cAMP	N-glyco inh	aDG glyco up	m5-HT2A agonist	Vif inh	Cardio protect
Cc1ccc(NC(=O)Nc2ccccc2C#N)c(Cl)c1	92	-4	-0.9	-11	1	2	-0.2	2	-3	9
COc1ccc(-c2cc(C(=O)Nc3cc(Cl)ccc3OC)no2)cc1	94	-3	-0.2	-5	15	1	-0.1	3	-2	-3
Cc1cccc(NC(=O)c2cccc(NC(=O)c3ccco3)c2)c1C	100	-4	0.1	4	13	-4	0.1	10	-2	1
Cc1cc(NC(=O)Nc2ccccc2[N+](=O)[O-])n(C)n1	99	-14	0.3	-2	-3	-2	-0.1	-1	-1	9
O=C(Cn1c(=O)[nH]c2ccccc2c1=O)N1CCN(Cc2ccc3c(c2)OCO3)CC1	100	-3	-3.6	4	3	-3	0.0	-1	-2	0
Nc1ccccc1C(=O)NCC1(c2ccccc2)CCCC1	100	-3	0.8	1	6	0	-0.1	2	1	0
O=C(CC1C(=O)NCCN1Cc1cccc(C(F)(F)F)c1)NCCc1cnccn1 (stereo not drawn)	88	-5	-2.4	-3	5	1	-0.1	3	12	5
C=CCOC(=O)C1=C[C@H](C2CCCCC2)[C@@H](CCCO)[C@H](OCC)O1	97	-10	2.4	2	11	-2	0.0	-2	-6	-2
CSC[C@H]1CN(Cc2ccccc2)C(=O)[C@@H]1CC(=O)Nc1ccccc1	101	-6	-0.9	12	5	2	-0.1	5	-1	-22
Clc1ccc(CN2CCN(c3ncnc4scc(-c5cccs5)c34)CC2)cc1	96	-4	0.1	-8	13	-8	0.2	-1	-12	-16
CCOc1ccc2nc(NC(=O)Nc3ccccc3)sc2c1	94	-8	2.3	-5	-9	-7	0.5	-1	6	-10
Cc1cc(NC(=O)Cc2ccsc2)ccc1Br	90	-4	-2.4	-32	2	-5	0.1	-2	-5	-10
Cc1c(F)cccc1NS(=O)(=O)c1ccc2c(c1)c(C)cc(=O)n2C	99	-3	-2.2	14	11	10	0.1	-2	-6	4
CN(C(=O)c1ccc(NC(=O)Cc2ccc(NC(=O)C3CCCN(C(=O)C4CCC4)C3)cc2)cc1)C1CC1 (stereo not drawn)	96	-10	-2.3	-6	-2	2	0.3	-7	4	-8
CC(=O)c1cccc(NC(=O)COc2ccccc2C(=O)c2cc(C#N)c(=O)n(C3CCCCC3)c2)c1	97	-6	-1.3	4	2	3	-0.3	1	-12	-1
O=C(Cc1ccccc1[N+](=O)[O-])Nc1ccc2c(c1)OCO2	95	-3	-2.5	10	6	1	0.0	5	1	-7
CC(=O)N1N=C(c2cccs2)CC1c1ccc(C)o1 (stereo not drawn)	101	-3	-1.0	-12	-2	0	-0.1	3	2	-4
COc1ccccc1C(CNC(=O)c1ccc(C)c(S(=O)(=O)N2CCCCC2)c1)N1CCCC1 (stereo not drawn)	101	-7	1.6	-8	0	2	-0.2	-5	4	3
COC(=O)c1c(-c2c(Cl)cccc2Cl)noc1C(=O)NNC(=O)N(C)C	100	-1	-0.7	4	3	-2	-0.1	-4	20	-1
COc1ccc(OC)c2[nH]c(=O)c(CCNS(=O)(=O)c3ccccc3)cc12	100	0	-1.3	9	3	3	-0.3	-3	-1	21
Cc1ccc(SCCCCN2CCNCC2)cc1	102	-2	-1.5	2	7	-3	1.0	5	1	-5
CCOC(=O)c1ccc(N2C(=O)CC(N3CCC(Nc4ccc(F)cc4)CC3)C2=O)cc1 (stereo not drawn)	102	-5	-1.4	-3	3	1	-0.1	-3	-3	-4
CC(=O)C1CCC2C3CC(C)C4(O)CC(=O)CCC4(C)C3C(O)CC12C (stereo not drawn)	101	-6	-1.7	19	2	0	0.7	4	18	1
Cc1ccc(-n2nc(C)c3c2OC(N)=C(C#N)C3c2ccoc2)cc1 (stereo not drawn)	91	-6	-1.1	3	-4	-1	0.0	-3	8	-2
CN(C)C=NC(=O)c1cc(C(=O)c2ccccc2)c[nH]1	95	-5	-0.9	6	6	0	-0.2	0	-1	1
S=c1[nH]nc(Cc2cccs2)n1-c1ccccc1	97	-7	-0.8	4	-2	2	-0.1	-2	-1	6
COC(=O)c1cc2sc(Cl)cc2n1Cc1nc(-c2ccccc2)oc1C	94	-6	-0.3	-3	0	2	-0.1	5	-4	-25
C/C(=N\NC(=O)CC#N)C1COc2ccccc2O1 (stereo not drawn)	92	-5	-2.7	-8	4	-3	0.0	2	4	-2
Cc1sc2ncnc(N)c2c1C	94	-3	-2.7	-14	0	0	0.0	0	7	3
CCC(=O)N(Cc1ccc(S(N)(=O)=O)cc1)C1CC(=O)N(c2ccccc2)C1=O (stereo not drawn)	98	-4	-1.1	-3	-8	2	0.0	0	7	8
COc1ccc(C(O)c2nc(-c3cccc(O)c3)cs2)cc1 (stereo not drawn)	92	-6	-1.2	5	0	1	0.2	17*	1	-2
COc1ccc(CCNc2ncnc3c2nnn3Cc2ccccc2)cc1	102	-2	3.1	9	3	-3	0.4	0	9	6
COc1cc(Sc2ccc(C)cc2)c(OC)cc1N	103	-9	-0.7	2	-2	-1	-0.6	-5	7	0
CCN1/C(=C/C=C/c2sc3ccccc3[n+]2CC)Sc2ccccc21	i	/	1.7	-5	-11	-3	1.0	-8	-36	-44
c1ccc(-c2nc(-c3nccc4ccccc34)oc2-c2ccccc2)cc1	99	-2	-1.5	7	7	-7	0.0	-1	?	-12
CC(C)(C)C(=O)N1CCN(c2ncnc3scc(-c4ccccc4)c23)CC1	96	-4	-2.0	-7	1	-7	0.0	-4	/	2
COC(=O)c1ccc(C23CC4(C2)[C@H](CN(C)[C@@H]4c2ccccc2)C3c2ccc(Cl)nc2)cc1 (stereo partly drawn)	99	-11	0.5	2	9	-4	-0.4	7	-2	-7
Cc1sc2c(c1C)c(=O)n(-c1ccccc1)c1nnc(C)n21	94	/	-1.6	4	1	1	-0.1	0	6	7
COc1ccc(C(=O)NCC(=O)OCC(=O)Nc2cc([N+](=O)[O-])ccc2F)cc1	95	-1	-3.0	3	22	0	0.1	-4	2	-6
Cc1ccc2cc(CN(c3ccccc3)S(=O)(=O)c3ccccc3)c(=O)[nH]c2c1	95	-4	-0.8	-1	-8	-4	0.4	-5	0	1
Cc1cnc(C(=O)OCc2c(C)cc(C(C)(C)C)cc2C)cn1	104	-3	-0.2	6	-4	0	-0.1	6	-9	-2
Cc1cc(C(=O)NCCc2ccc(Cl)cc2)c(C)o1	98	/	-3.8	-6	-1	2	-0.1	-6	4	3
O=C(O)c1cccc(-c2nc3ccccc3[nH]2)c1	102	-15	5.6	-3	6	-3	0.5	5	-1	-8
O=C(COc1ccc(S(=O)(=O)Nc2ccccc2)cc1)NCc1cccnc1	102	-8	0.0	3	22	-2	-0.1	-1	-11	-6
CCCOC(=O)CSc1nc(N)c(C#N)c(-c2ccco2)c1C#N	180	-6	-3.0	-9	10	4	0.1	-9	-11	2

Gathered by group, those above with a nitro group on carbon
SMILES	ABCB6 inh MLPCN	CaV13 ICDI inh	MC4R barr agon	PDI inh	MC4R antag cAMP	N-glyco inh	aDG glyco up	m5-HT2A agonist	Vif inh	Cardio protect
Cc1cc(NC(=O)Nc2ccccc2[N+](=O)[O-])n(C)n1	99	-14	0.3	-2	-3	-2	-0.1	-1	-1	9
O=C(Cc1ccccc1[N+](=O)[O-])Nc1ccc2c(c1)OCO2	95	-3	-2.5	10	6	1	0.0	5	1	-7
COc1ccc(C(=O)NCC(=O)OCC(=O)Nc2cc([N+](=O)[O-])ccc2F)cc1	95	-1	-3.0	3	22	0	0.1	-4	2	-6

As a working copy, part of the list above:
SMILES	ABCB6 inh MLPCN	CaV13 ICDI inh	MC4R barr agon	PDI inh	MC4R antag cAMP	N-glyco inh	aDG glyco up	m5-HT2A agonist	Vif inh	Cardio protect
CCC(=O)N(Cc1ccc(S(N)(=O)=O)cc1)C1CC(=O)N(c2ccccc2)C1=O (stereo not drawn)	98	-4	-1.1	-3	-8	2	0.0	0	7	8
COc1ccc(C(O)c2nc(-c3cccc(O)c3)cs2)cc1 (stereo not drawn)	92	-6	-1.2	5	0	1	0.2	17*	1	-2
COc1ccc(CCNc2ncnc3c2nnn3Cc2ccccc2)cc1	102	-2	3.1	9	3	-3	0.4	0	9	6
COc1cc(Sc2ccc(C)cc2)c(OC)cc1N	103	-9	-0.7	2	-2	-1	-0.6	-5	7	0
CCN1/C(=C/C=C/c2sc3ccccc3[n+]2CC)Sc2ccccc21	i	/	1.7	-5	-11	-3	1.0	-8	-36	-44
c1ccc(-c2nc(-c3nccc4ccccc34)oc2-c2ccccc2)cc1	99	-2	-1.5	7	7	-7	0.0	-1	?	-12
CC(C)(C)C(=O)N1CCN(c2ncnc3scc(-c4ccccc4)c23)CC1	96	-4	-2.0	-7	1	-7	0.0	-4	/	2
COC(=O)c1ccc(C23CC4(C2)[C@H](CN(C)[C@@H]4c2ccccc2)C3c2ccc(Cl)nc2)cc1 (stereo partly drawn)	99	-11	0.5	2	9	-4	-0.4	7	-2	-7
Cc1sc2c(c1C)c(=O)n(-c1ccccc1)c1nnc(C)n21	94	/	-1.6	4	1	1	-0.1	0	6	7
COc1ccc(C(=O)NCC(=O)OCC(=O)Nc2cc([N+](=O)[O-])ccc2F)cc1	95	-1	-3.0	3	22	0	0.1	-4	2	-6
Cc1ccc2cc(CN(c3ccccc3)S(=O)(=O)c3ccccc3)c(=O)[nH]c2c1	95	-4	-0.8	-1	-8	-4	0.4	-5	0	1
Cc1cnc(C(=O)OCc2c(C)cc(C(C)(C)C)cc2C)cn1	104	-3	-0.2	6	-4	0	-0.1	6	-9	-2
Cc1cc(C(=O)NCCc2ccc(Cl)cc2)c(C)o1	98	/	-3.8	-6	-1	2	-0.1	-6	4	3
O=C(O)c1cccc(-c2nc3ccccc3[nH]2)c1	102	-15	5.6	-3	6	-3	0.5	5	-1	-8
O=C(COc1ccc(S(=O)(=O)Nc2ccccc2)cc1)NCc1cccnc1	102	-8	0.0	3	22	-2	-0.1	-1	-11	-6
CCCOC(=O)CSc1nc(N)c(C#N)c(-c2ccco2)c1C#N	180	-6	-3.0	-9	10	4	0.1	-9	-11	2
